Source: PubChem
AMA1-RON2 inh: inhibitors of Plasmodium falciparum AMA1-RON2 interaction | AlphaScreen AMA1-biotinylated RON2 peptide binding | AID 720542 | Potency, µM (titrated, usually from 58.2 µM), inactives show top-dose activity change, negative = inhibition, actives largely listed as inhibitors | actives 0.2% (n = 360,000);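 further: potency means the concentration at half of the fitted maximal effect; 0% = vehicle wells and -100% = peptide control; nearly all actives have a fitted effect of over 45% in size; some results filed as inactive show a strong effect at the top dose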
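AMA1 (3D7) with his tag at 25 nM final met compounds first, then biotinylated RON2 peptide at 25 nM; detection used donor plus acceptor beads, 10 µg/mL apiece, read by AlphaScreen after 30 min at room temperature.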
Giardia FBPA inh: blocks Giardia fructose-bisphosphate aldolase activity | purified Giardia FBPA | Potency, µM (series often up to 59.6 µM), inactives show top-dose activity, negative = inhibition, actives largely listed as inhibitors | actives 0.71% (n = 290,000) | A8B2U2; further: potency means the concentration at half of the fitted maximal effect; nearly all actives have a fitted effect of over 55% in size
Target sequence (A8B2U2 whole entry, looked up): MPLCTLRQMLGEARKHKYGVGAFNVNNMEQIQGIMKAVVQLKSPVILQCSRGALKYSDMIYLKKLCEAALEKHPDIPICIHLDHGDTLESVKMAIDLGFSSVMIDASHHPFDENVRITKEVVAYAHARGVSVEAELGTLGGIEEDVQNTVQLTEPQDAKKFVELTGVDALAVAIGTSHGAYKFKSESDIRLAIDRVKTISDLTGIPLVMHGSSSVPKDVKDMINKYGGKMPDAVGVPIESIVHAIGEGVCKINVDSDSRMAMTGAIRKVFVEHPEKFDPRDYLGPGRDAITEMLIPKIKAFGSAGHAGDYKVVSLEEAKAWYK
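Giardia FBPA (40 nM reagent) was preincubated 10 min at RT with compound (up to 57.5 uM final), then substrate plus GAPDH/TPI/NAD/arsenate coupling system with diaphorase/resazurin was added; resorufin fluorescence (525/598 nm) was read after 20 min.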
AmpC no deterg: inhibitors of E. coli AmpC beta-lactamase without detergent | AmpC nitrocefin hydrolysis, absorbance 480 nm, 0.0001% Triton | P00811 | actives 0.52% (n = 330,000) | Potency, µM (titrated, usually from 57.1 µM), inactives show at the highest dose activity change, negative = inhibition, actives largely listed as inhibitors;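 further: potency means the concentration at half of the fitted maximal effect; plate controls were no compound for no effect and no enzyme for full effect; nearly all actives have a fitted effect of over 20% in size; some results filed as inactive show a strong effect at the top dose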
Target sequence (P00811 whole entry, looked up): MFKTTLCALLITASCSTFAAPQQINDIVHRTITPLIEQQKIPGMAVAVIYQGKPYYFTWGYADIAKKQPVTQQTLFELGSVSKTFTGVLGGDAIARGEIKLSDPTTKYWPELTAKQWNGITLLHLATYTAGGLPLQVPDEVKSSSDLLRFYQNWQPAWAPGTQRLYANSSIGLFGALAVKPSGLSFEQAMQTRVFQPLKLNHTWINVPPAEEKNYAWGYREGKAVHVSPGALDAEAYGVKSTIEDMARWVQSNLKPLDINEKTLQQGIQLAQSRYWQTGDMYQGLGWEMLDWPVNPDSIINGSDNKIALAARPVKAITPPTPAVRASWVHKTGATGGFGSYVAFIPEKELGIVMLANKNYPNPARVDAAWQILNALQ
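20 mM phosphate pH 7.0 + 0.01% (detergent screen) or 0.0001% Triton X-100; 5.3 nM AmpC reagent; cpd preinc 15 min RT; nitrocefin (800 uM stock) to start; A480 q20 s × 4 min; Activity was normalised to no-enzyme and no-compound control wells.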
AmpC inh detg: blocks E. coli AmpC beta-lactamase in detergent assay | AmpC hydrolysis of nitrocefin, absorbance 480 nm, 0.01% Triton | AID 485294 | P00811 | actives 0.041% (n = 370,000) | Potency, µM (doses to about 114 µM), for the others: at the top dose activity change, negative = inhibition, usual class: inhibitors;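 further: potency means the concentration at half of the fitted maximal effect; 0% = no-compound wells and -100% = no-enzyme wells; nearly all actives have a fitted effect of over 25% in size; some results filed as inactive show a strong effect at the top dose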
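AmpC (5.3 nM in the dispensed reagent) in 20 mM phosphate pH 7.0 with 0.01% (detergent screen) or 0.0001% Triton X-100 was preincubated with compounds for 15 min at room temperature. Nitrocefin was then added from an 800 uM solution, and hydrolysis was followed at 480 nm.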
HCMV antiviral: blocks human cytomegalovirus replication. HFF cells, HCMV-luciferase reporter, 72 h; hits give low values. activity change, negative = inhibition, % at 57.5 µM. actives 4.5% (n = 410,000). AID 1259415; in the data active means activity change below about -60%; inconclusive means no clear call, values can overlap the other calls; inactive means above about -39%
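Human foreskin fibroblasts infected with luciferase-reporter HCMV at MOI 1 PFU/cell, compounds at two doses. Luciferase measured 72 h post infection; normalized to buffer-only basal and Salinomycin (10uM) controls.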
Sm TGR inh: inhibitors of Schistosoma mansoni thioredoxin glutathione reductase; Potency, µM (titrated, usually from 114 µM), inactives show at the top dose activity change, negative = inhibition, actives largely listed as inhibitors; AID 485364; actives 3% (n = 360,000); Q962Y6; purified TGR, DTNB reduction, TNB absorbance 405 nm; further: potency means the concentration at half of the fitted maximal effect; nearly all actives have a fitted effect of over 60% in size
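TGR 20 nM + NADPH 100 uM (dispensed conc.), cpd preinc 15 min RT; start with NADPH (500 uM addition) then DTNB (15 mM addition). Kinetic TNB absorbance, 405 nm filter. Four-parameter Hill fit across titration.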
* hit, by the source's call; ? = inconclusive; . = not tested or not shown; & = joins results of further samples; [ ] = remark or other dose. Unless noted, the call rests on the fitted dose curve; in most records, active means well fitted curve in the direction sought with a large enough effect; inconclusive means small, poorly fitted or top-dose-only effect, or another doubt; inactive means no such curve, though single readings can be large; an effect the other way counts as inactive or inconclusive. Unless noted, on the % scale 0 is the no-effect control and ±100 the full control effect.

SMILES	AMA1-RON2 inh	Giardia FBPA inh	AmpC no deterg	AmpC inh detg	HCMV antiviral	Sm TGR inh
CCOCCN1CCN(C(=O)CN2CCCC2=O)CC1	6.8%	-5.4%	-18.2%	-1.2%	-13.2	-0.4%
Cc1cccc(NC(=O)CN2C(=O)N/C(=C/c3ccc(C)s3)C2=O)c1	-2.5%	1.7%	-41.2%	?	61.5	-17.2%
Cc1c(C#N)c2ncn(Cc3ccccc3)c(=O)c2n1-c1ccccc1	7.9%	1.3%	-9.3%	?	23.9	-5.5%
O=C(NNC(=S)NC(=O)c1cccs1)c1cccnc1	48.7%[activator]	4.8%	-27.3%	6.5%	24.6	1.6%
CC(=NC(C)C)C1=C(O)C(C)OC1=O (stereo unspecified)	-5.8%	6.8%	-12.2%	-13.4%	-8.4	1.8%
O=S(=O)(c1ccccc1)c1nc(-c2ccccc2Cl)oc1NCCCN1CCOCC1	-28.0%	.	300.2%[activator]	.	44.7	.
CC(C)(C)OC(=O)N1CCC(c2c(C(=O)NCc3ccco3)cnn2-c2ccccc2)CC1	.	.	.	2.6%	?	-9.3%
Cc1nnc(SCC2CCCO2)n1-c1ccccc1 (stereo unspecified)	-0.1%	0.4%	-8.3%	-4.1%	4.1	0.0%
C#CCNC(=O)C1=C[C@H](c2ccc(Br)cc2)[C@@H](CCCO)[C@H](OCC)O1	-1.7%	3.0%	72.7%[activator]	2.8%	-4.1	-4.5%
COCc1ccc(CN2CCC(n3nccc3NC(=O)C(OC)c3ccccc3)CC2)o1 (stereo unspecified)	-19.4%	.	17.8%	-7.2%	13.7	0.0%
Cc1ccc(C(=O)CC(C(=O)O)P(=O)(c2ccccc2)c2ccccc2)cc1 (stereo unspecified)	-7.5%	2.4%	-21.6%	6.8%	-21.5	.
CCOc1ccc(C(=O)NCCc2csc(-c3ccc(C(F)(F)F)cc3)n2)cc1OCC	.	.	.	1.7%	38.8	9.2%
Cc1ccccc1NC(=O)c1nc(S(C)(=O)=O)ncc1Cl	-5.5%	7.5%	-9.3%	-8.8%	-99.4*	?
COC(=O)c1nc2ccccc2s1	-4.3%	1.8%	-9.9%	?	-7.5	?
O=C(CN1CCCC1)Nc1ccc(NC(=O)Nc2ccccc2Cl)cc1	-1.5%	0.8%	15.8µM*	?	52.6	-20.9%
Cc1ccc(NC(=O)c2c(C)oc3ccc(O)c(CN4CCN(Cc5ccccc5)CC4)c23)cc1	.	.	.	16.1%	-21.1	47.9%[activator]
Cc1cnc(C)c(N2CCN(Cc3cn(C)nc3-c3cccc(Cl)c3)CC2)n1	-9.3%	2.0%	186.3%[activator]	3.8%	64.1	?
NC(=O)COC(=O)/C=C/c1ccccc1[N+](=O)[O-]	-0.2%	1.7%	-25.6%	2.0%	9.1	4.1%
COC(=O)[C@]1(Cc2ccccc2)N[C@H](c2ccc(-c3ccc4c(c3)OCO4)cc2)[C@@H]2C(=O)N(C)C(=O)[C@@H]21	2.7%	.	-9.0%	-10.1%	-2.0	-14.6%
COc1ccc2nc(NS(=O)(=O)c3ccc(C)cc3)c(Nc3cc(Cl)ccc3OC)nc2c1	.	.	.	-9.5%	-33.4	-11.6%
CCC1(CC)Cc2ccccc2C(=O)N1	12.8%	1.2%	-4.7%	0.7%	25.5	8.1%
CCC(=O)Nc1cccc2ccccc12	-7.2%	0.2%	-9.1%	-0.2%	19.0	8.5%
CC(=O)N1CCN(c2ccc(S(=O)(=O)N3CCCCC3)cc2[N+](=O)[O-])CC1	-4.0%	.	45.1%	.	-22.7	.
Cn1ncc(N=Cc2c(O)ccc3ccccc23)c1C(=O)Nc1cccc(Cl)c1	5.8%	-24.2%	-27.7%	-8.6%	-9.8	-1.7%
CC(C)Cc1cc(C(=O)NCc2ccco2)no1	43.2%[activator]	-0.4%	-7.9%	-2.8%	32.8	?
CC(C)(C)c1ccc(-n2ncc3c2CCCC3NC(=O)CCn2cncn2)cc1 (stereo unspecified)	5.3%	.	126.5%[activator]	1.2%	-67.5*	0.0%
Cc1c(CC(=O)NCCc2ccccc2F)c(=O)oc2c(C)c3occ(C(C)(C)C)c3cc12	.	.	.	-2.9%	-78.3*	-1.9%
COc1ccc(CCNc2cc(C)nc3c(-c4ccccc4)cnn23)cc1OC	14.6%	-20.2%	130.7%[activator]	-3.9%	-68.2*	5.9%
O=C(NC(N1CCCC1)C(Cl)(Cl)Cl)c1ccccc1 (stereo unspecified)	0.8%	.	-20.4%	-6.7%	29.4	3.55µM*
COc1cccc(C(=O)NCC(=O)n2nc(C)cc2C)c1	-0.9%	4.3%	-10.5%	-12.1%	141.4	3.3%
COc1cc(O)c(C(CC(=O)N2CCN(c3ccccc3)CC2)c2cc(OC)c(OC)c(OC)c2)c(OC)c1 (stereo unspecified)	25.9%	-14.5%&-14.0%	122.8%[activator]	-8.9%	-26.5	-4.3%
COc1nccc(Nc2ccccc2)c1C#N	-1.8%	0.1%	-8.0%	?	22.5	?
FC(F)(F)c1n[nH]c(=S)n1/N=C/c1ccco1	27.6%	?	-7.9%	7.2%	33.1	-10.5%
CCN(c1ccccc1)S(=O)(=O)c1ccc2c(c1)N(C(C)=O)CCS2	-3.5%	6.0%	37.9%	-6.1%	-40.0	-7.7%
COC(=O)c1ccccc1NC(=O)c1cc[n+]([O-])cc1	16.0%	10.0%	-13.3%	-12.7%	-28.5	-27.5%
CN1CCC(OC(=O)c2cccc(Cl)c2)CC1	12.1%	-0.6%	0.7%	1.2%	32.2	-7.3%
CCCCN(C)C(=O)c1ccc2c(c1)N(CC)C(=O)c1ccccc1S2=O (stereo unspecified)	-2.3%	4.1%	103.2%[activator]	-1.0%	36.8	-5.9%
Cc1cccc(C(=O)Oc2ccc(/C=N/O)cc2)c1	17.2%	-3.8%	-15.2%	-13.1%	-8.8	0.1%
CC1CCCC(NC(=O)Cc2ccc(Br)cc2)C1C (stereo unspecified)	-6.4%	0.2%	-29.4%	-5.4%	-16.2	-3.9%
Cc1ccc(NC(=O)CN(C)Cc2nc3ccccc3c(=O)[nH]2)c(Br)c1	-5.5%	?	7.4%	-5.1%	-4.5	3.9%
Cc1ccccc1OCCOC(=O)c1cc(S(=O)(=O)N2CCCCC2)ccc1N1CCOCC1	-27.6%	.	68.3%[activator]	-10.8%	-38.1	-14.2%
NC(=NCc1ccc2c(c1)OCO2)NC(=O)c1ccccc1	-28.2%	1.41µM*	-31.1%	0.4%	?	.
CN1C(=O)C(O)(C2CCCCCC2=O)c2ccccc21 (stereo unspecified)	0.0%	-10.3%	-4.8%	?	19.0	5.9%
Cc1cc(-c2ccccc2)nc(N/N=C/c2cccnc2)n1	14.0%	0.6%	-39.1%	-2.7%	23.1	0.0%
CCn1c(=O)c2cc(C(=O)NCc3ccc(F)cc3Cl)sc2c2ccccc21	.	.	.	19.8%	-2.0	-3.9%
Cc1ccc(C)c(N2CCN(C(=O)Nc3cn(CC(C)C)c(=O)c4ccccc34)CC2)c1	.	.	.	23.7%	1.5	7.3%
COc1cc2ccccc2cc1C(=O)Nc1nccs1	0.6%	13.1%	0.0%	-6.1%	212.5	-3.8%
COc1ccc(/C=C/c2nnc(NC(=O)CC(C)C)s2)cc1	8.2%	-1.4%	-0.9%	-0.3%	7.7	-20.4%

Quoted at random: six entries already listed
SMILES	AMA1-RON2 inh	Giardia FBPA inh	AmpC no deterg	AmpC inh detg	HCMV antiviral	Sm TGR inh
NC(=NCc1ccc2c(c1)OCO2)NC(=O)c1ccccc1	-28.2%	1.41µM*	-31.1%	0.4%	?	.
Cc1ccc(C(=O)CC(C(=O)O)P(=O)(c2ccccc2)c2ccccc2)cc1 (stereo unspecified)	-7.5%	2.4%	-21.6%	6.8%	-21.5	.
Cc1cccc(NC(=O)CN2C(=O)N/C(=C/c3ccc(C)s3)C2=O)c1	-2.5%	1.7%	-41.2%	?	61.5	-17.2%
Cn1ncc(N=Cc2c(O)ccc3ccccc23)c1C(=O)Nc1cccc(Cl)c1	5.8%	-24.2%	-27.7%	-8.6%	-9.8	-1.7%
Cc1ccccc1NC(=O)c1nc(S(C)(=O)=O)ncc1Cl	-5.5%	7.5%	-9.3%	-8.8%	-99.4*	?
O=C(CN1CCCC1)Nc1ccc(NC(=O)Nc2ccccc2Cl)cc1	-1.5%	0.8%	15.8µM*	?	52.6	-20.9%

Going on with the list:
SMILES	AMA1-RON2 inh	Giardia FBPA inh	AmpC no deterg	AmpC inh detg	HCMV antiviral	Sm TGR inh
COc1cccc(NC(=O)Cn2cnc3sc(C)c(S(=O)(=O)N4CCN(C)CC4)c3c2=O)c1	18.4%	8.1%	-20.2%	-4.9%	21.3	-0.2%
CCCNC(=O)C(Cc1cccc(Br)c1)NC(=O)c1ccc(C#N)cc1 (stereo unspecified)	0.0%	.	-9.7%	3.8%	27.4	-0.2%
CCN(CC)c1ccc2cc(C(N)=O)/c(=N\NC(=O)c3ccncc3)oc2c1	45.6%[activator]	-13.1%	-3.9%	11.9%	-28.4	6.9%
Cc1nn(Cc2ccc(Cl)cc2)c(C)c1NC(=O)c1cc(-c2ccco2)on1	-2.4%	6.2%	9.3%	1.8%	-12.2	?
Cc1ccc(NC(=O)CNCc2ccccn2)cc1S(=O)(=O)N(C)C	14.0%	?	-26.7%	0.5%	12.6	7.9%
Cc1ccc(C(=O)N2CCN(c3ccccn3)CC2)cc1	-3.1%	4.6%	-11.9%	-13.9%	-9.7	11.9%
COc1ccc(C(=O)N2N=C3CC(C)(C)OCC3C2c2ccccc2)cc1 (stereo unspecified)	-8.3%	5.8%	22.6%	?	-1.5	-19.9%
C=CCNC(=O)c1c(Cl)nc(C)c([N+](=O)[O-])c1C	2.1%	3.7%	-18.1%	-11.4%	?	-2.7%
O=C(Nc1ccccc1)NC1(C(=O)NCc2cccs2)CCCCC1	-2.7%	2.1%	0.141µM*	1.7%	59.2	4.6%
CCN(CC)c1ccc(NC(=O)CN2CCN(S(=O)(=O)c3cc(Cl)ccc3OC)CC2)cc1	?	-5.6%	169.4%[activator]	5.3%&-5.6%	-30.8&-16.7	4.9%&10.3%
CCc1cccc(NC(=O)Cn2c(=O)n(-c3cccc(Cl)c3)c(=O)c3c2c2cc(C)ccc2n3C)c1	.	.	.	7.4%	5.7	5.7%
COc1ccccc1OCC(=O)Nc1cc(NC(=O)COc2ccccc2OC)cc(C(=O)O)c1	1.5%	-1.5%	-16.4%	-1.5%	57.2	0.4%
CCOc1ccccc1OCC(=O)OC(C)C(=O)Nc1ncc(Cl)cc1Cl (stereo unspecified)	5.3%	.	-18.8%	3.6%	-4.9	3.3%
CC(Cc1ccccc1)NCc1ccccc1O (stereo unspecified)	13.4%	6.0%	-19.7%	-2.4%	-67.4*	-16.0%
CCOc1ccc(CCNC(=O)CCCn2c(=O)c3cccn3c3cccnc32)cc1	.	.	.	25.0%	3.2	3.8%
